CBFb RUNX1 block – qHTS Assay for Compounds Blocking the Interaction Between CBF-beta and RUNX1 for the Treatment of Acute Myeloid Leukemia; AlphaScreen CBFb-His/RUNX1-biotin binding, biochemical; Potency, µM (top dose mostly 59.8 µM), inactives show top-dose activity, negative = inhibition, most hits filed as inhibitors; AID 1477, 2009; Runt-related transcription factor 1 (Homo sapiens) + Core-binding factor subunit beta …; 230,000 tested, under 10 active; further: % of control where 0% means no effect
Target sequence (Q01196 whole entry, looked up): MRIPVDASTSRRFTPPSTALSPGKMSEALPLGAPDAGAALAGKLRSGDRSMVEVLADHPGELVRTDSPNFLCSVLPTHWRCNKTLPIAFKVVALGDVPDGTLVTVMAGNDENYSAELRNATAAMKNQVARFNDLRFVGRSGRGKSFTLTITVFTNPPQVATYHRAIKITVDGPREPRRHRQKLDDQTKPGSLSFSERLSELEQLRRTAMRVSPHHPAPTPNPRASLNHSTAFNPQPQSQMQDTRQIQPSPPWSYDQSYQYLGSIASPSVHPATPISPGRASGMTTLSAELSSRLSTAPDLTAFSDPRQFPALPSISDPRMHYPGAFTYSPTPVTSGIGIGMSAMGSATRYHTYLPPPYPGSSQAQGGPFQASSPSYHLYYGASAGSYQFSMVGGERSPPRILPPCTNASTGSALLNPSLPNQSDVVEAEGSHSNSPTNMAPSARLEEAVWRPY
Target sequence (Q13951 whole entry, looked up): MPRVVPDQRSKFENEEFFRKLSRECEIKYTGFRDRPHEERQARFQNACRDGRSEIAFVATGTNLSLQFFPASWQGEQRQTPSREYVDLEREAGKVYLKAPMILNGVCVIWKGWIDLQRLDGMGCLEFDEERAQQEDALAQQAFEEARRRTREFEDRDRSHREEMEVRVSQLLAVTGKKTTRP
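CBF-beta (His) and RUNX1 (biotin), 30 nM each; 20 min preassociation; + compound, 15 min; + beads 50 ng each (Ni, streptavidin), 90 min; RT; AlphaScreen read.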
IMPase Li cell – qHTS Assay for Identifying the Cell-Membrane Permeable IMPase Inhibitors: Potentiation with Lithium; actives 0.35% (n = 210,000); Potency, µM (highest dose often 59.4 µM), without a hit: at the top dose activity, negative = IMPase inhibition, most hits filed as inhibitors; CHO-M1 cells, IP1 TR-FRET (IP-One), carbachol + lithium;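 further: IP1 builds up when IMPase is blocked and the TR-FRET signal falls; potency means the concentration at half of the fitted maximal effect; plate controls were basal vehicle for no effect and high inhibitor control for full effect; nearly all actives have a fitted effect of over 50% in size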
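Readout is a homogeneous TR-FRET IP1 immunoassay (Ex 320, Em 665 and 620), where raised cytosolic IP1 lowers signal. Cells were CHO-M1 treated 30 min at 37C with test compounds plus a little lithium; AC50 values came from Hill-equation fitting.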
Luc counter – Counterscreen for Luciferase (Kinase-Glo TM) Inhibition; Luciferin 4-monooxygenase (Photuris pensylvanica), Q27757; Kinase-Glo luciferase, ATP luminescence, 8 min; Potency, µM (highest dose often 38.3 µM), for inactives: at the top dose activity change, negative = inhibition, actives largely listed as inhibitors; actives 0.28% (n = 200,000); AID 1379, 2008; further: potency means the concentration at half of the fitted maximal effect; on the % scale 0 is the no-effect control and ±100 the full control effect; nearly all actives have a fitted effect of over 60% in size
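Compound is pinned into ATP-containing buffer (10 uM ATP, imidazole pH 7.2, 7 mM MgCl2). Kinase-Glo luciferase reagent is then added. Light output is recorded following an 8-min room-temperature incubation.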
NPSR antag – qHTS Assay for Antagonists of the Neuropeptide S Receptor: cAMP Signal Transduction. Q6W5P4. CHO-NPSR cells, cAMP TR-FRET, antagonist mode. Potency, µM (highest dose often 38.3 µM), without a hit: top-dose activity change, negative = inhibition, actives largely listed as inhibitors. actives 1% (n = 220,000). AID 1461, 2008; further: potency means the concentration at half of the fitted maximal effect; on the % scale 0 is the no-effect control and ±100 the full control effect; nearly all actives have a fitted effect of over 50% in size; many of its hits are not listed in these tables
Target sequence (Q6W5P4 whole entry, looked up): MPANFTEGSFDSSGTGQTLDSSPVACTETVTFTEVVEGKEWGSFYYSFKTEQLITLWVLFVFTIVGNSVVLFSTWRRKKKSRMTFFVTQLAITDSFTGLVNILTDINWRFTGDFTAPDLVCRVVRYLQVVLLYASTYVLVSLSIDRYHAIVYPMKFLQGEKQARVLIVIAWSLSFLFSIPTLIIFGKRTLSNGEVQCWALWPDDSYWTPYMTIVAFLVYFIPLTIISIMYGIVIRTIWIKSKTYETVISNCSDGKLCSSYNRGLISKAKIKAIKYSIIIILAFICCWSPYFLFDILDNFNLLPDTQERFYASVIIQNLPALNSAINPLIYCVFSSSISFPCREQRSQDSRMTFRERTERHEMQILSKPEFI
L3MBTL1 inh – qHTS Assay for the Inhibitors of L3MBTL1; Lethal(3)malignant brain tumor-like protein 1 (Homo sapiens), Q9Y468; AlphaScreen L3MBTL1–H3K9me1 peptide binding; Potency, µM (top dose mostly 57.1 µM), for inactives: top-dose activity, negative = inhibition, actives largely listed as inhibitors; actives 0.66% (n = 230,000); further: potency means the concentration at half of the fitted maximal effect; on the % scale 0 is the no-effect control and ±100 the full control effect; nearly all actives have a fitted effect of over 60% in size
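L3MBTL1 50 nM + b-AHA-H3(1-15)K9me1 75 nM, 30 min RT; compound added, 30 min RT; streptavidin donor/Ni-chelate acceptor beads 10 ug/mL each final, 30 min RT dark; AlphaScreen read.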
Epigenetic reg – Quantitative High-Throughput Screen for Regulators of Epigenetic Control; Potency, µM (highest dose often 53.9 µM), for inactives: top-dose GFP activation, actives largely listed as activators; AID 1865, 2009; murine LDR cells, GFP reporter derepression, 30 h; actives 0.2% (n = 280,000); further: potency means the concentration at half of the fitted maximal effect; % of control where 0% means no effect; nearly all actives have a fitted effect of over 60% in size
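Murine LDR cells carrying a silenced, genomically integrated CMV-driven GFP reporter were exposed to compound for 30 hours at 37 C. After PBS washes, GFP-positive cells (20–120 um objects) were counted by laser-scanning microplate cytometry.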
HTT aggregate – qHTS Multiplex Assay to Identify Dual Action Probes in a Cell Model of Huntington: Aggregate Formation (GFP). Potency, µM (highest dose often 46.1 µM), inactives show top-dose activity change, negative = inhibition, most hits filed as inhibitors. PC12 HttQ103-GFP aggregates, Acumen cytometry, 40 h. actives 1.1% (n = 220,000); further: potency means the concentration at half of the fitted maximal effect; on the % scale 0 is the no-effect control and ±100 the full control effect; nearly all actives have a fitted effect of over 60% in size
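Steps: seed 1500 PC12 HTTQ103-GFP cells/well; add tebufenozide, 100 nM final; add compound titration; add ATPLite reagent; quantify GFP aggregates by laser scanning cytometry.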
* hit, by the source's call; ? = inconclusive; · = no result given; & = joins results of further samples; [ ] = another dose, or the depositor's remark. The call rests on the fitted dose curve; in most records, active means well fitted curve in the direction sought with a large enough effect; inconclusive means small, poorly fitted or top-dose-only effect, or another doubt; inactive means no such curve, though single readings can be large; an effect the other way counts as inactive or inconclusive. Not all compounds are listed (hit frequency here may not be typical).

SMILES	CBFb RUNX1 block	IMPase Li cell	Luc counter	NPSR antag	L3MBTL1 inh	Epigenetic reg	HTT aggregate
Cc1[nH]c2ccccc2c1C(=O)CSC(=S)N(C)C1CCCCC1	-14%	6%	0%	0%	-3%	-1.9%	-23%
O=C(c1ccc2nc(N3CCOCC3)sc2c1)N1CCCC1	6%	14%[38.3 µM]	-4%	3%[46.1 µM]	5%	0.0%	?
CCCOC(=O)c1ccc(Oc2cn[nH]c2-c2ccc(OCC(=O)NN)cc2O)cc1	-8%	·	·	-18%	?	-4.1%	19%[9.22 µM]
CC(=O)OC1C[C@@]2(C)C(c3ccoc3)OC(=O)C3O[C@@]32[C@]2(C)C(OC(C)=O)CC3C(C)(C)C(OC(C)=O)CC(OC(C)=O)[C@@]3(C)C12 (some centres not stated)	20%	8%	1%	·	·	0.0%	·
Cc1ccc(-c2nn(C)c(=O)c3ccccc23)cc1CNC(=O)NC1CCCCC1	5%	·	·	-22%	1%	5.8%	14%[9.22 µM]
COC(=O)c1scc(C)c1NS(=O)(=O)c1ccc(NC(C)=O)cc1	1%	·	·	-14%	-1%	0.1%	0%[9.22 µM]
CC(C)(C)NS(=O)(=O)c1ccc(Oc2ncc(C(F)(F)F)cc2Cl)cc1	10%	31%[38.3 µM]	5%	-23%[46.1 µM]	4%	5.5%	-24%
CCCCc1ccc(NC(=S)NN2CCOCC2)cc1	1%	-5%	1%	-42%	-9%	2.1%	-14%
CCOc1ccc(S(=O)(=O)Nc2ccccc2C(=O)Nc2ccccc2N2CCOCC2)cc1	11%	13%	1%	-8%[46.1 µM]	8%	-4.6%	12%
CC(C)NC(=O)C1CCN(Cc2cnn(-c3ccccc3)c2-n2cccc2)CC1	4%	-21%[38.3 µM]	-7%	0%[46.1 µM]	-2%	0.0%	24%

Ordered by heavy-atom count (lowest first): part of the list above.
SMILES	CBFb RUNX1 block	IMPase Li cell	Luc counter	NPSR antag	L3MBTL1 inh	Epigenetic reg	HTT aggregate
Cc1[nH]c2ccccc2c1C(=O)CSC(=S)N(C)C1CCCCC1	-14%	6%	0%	0%	-3%	-1.9%	-23%
CC(C)(C)NS(=O)(=O)c1ccc(Oc2ncc(C(F)(F)F)cc2Cl)cc1	10%	31%[38.3 µM]	5%	-23%[46.1 µM]	4%	5.5%	-24%
CC(C)NC(=O)C1CCN(Cc2cnn(-c3ccccc3)c2-n2cccc2)CC1	4%	-21%[38.3 µM]	-7%	0%[46.1 µM]	-2%	0.0%	24%
CCOc1ccc(S(=O)(=O)Nc2ccccc2C(=O)Nc2ccccc2N2CCOCC2)cc1	11%	13%	1%	-8%[46.1 µM]	8%	-4.6%	12%

The list goes on:
SMILES	CBFb RUNX1 block	IMPase Li cell	Luc counter	NPSR antag	L3MBTL1 inh	Epigenetic reg	HTT aggregate
COc1cc(NC(=S)NCC2CCCO2)c(OC)cc1Cl (configuration not stated)	-1%	4%	-2%	-29%	-4%	0.0%	0%
Cc1cc(C)nc(/N=C/c2c(O)n(C)c(=O)n(C)c2=O)n1	3%	3%[38.3 µM]	-3%	-12%[46.1 µM]	-4%	-3.2%	-2%
CC(C)c1nc2ccc(NC(=O)C3CCCCC3)cc2[nH]1	3%	5%	-1%	-10%[46.1 µM]	3%	2.1%	5%
O=C(NCCCN1CCCC1=O)[C@H](CSCc1ccccc1)N1Cc2ccccc2C1=O	9%	·	·	16%	·	-3.1%	8%[9.22 µM]
COC(=O)c1ccccc1OS(=O)(=O)N(C)C	0%	-3%	4%	10%	53%[activator]	3.8%	22%
Cc1ccc2c(Cn3cc(C(F)(F)F)cc(Cl)c3=O)cc(=O)oc2c1	7%	-6%	3%	8%	1%	0.0%	7%
COC(=O)c1cc2occc2n1Cc1cccc(C)c1	4%	8%	1%	-13%	·	0.5%&0.0%	5%
C=CCNC(=S)NNC(=O)c1cc(O)ccc1O	-5%	18%	1%	5%	-20%	-7.1%	22%
Cc1ccc(NC(=O)c2cc(-c3cccs3)nc3ccccc23)nc1	11%	·	·	38%	14%	1.0%	-2%[9.22 µM]
CCc1ccc2nc3c(c(C(=O)O)c2c1)CCC3	0%	6%[38.3 µM]	-11%	-7%[46.1 µM]	?	-1.8%	14%
CCOc1ccc(CCNC(=O)CN2C(=O)NC(CCSC)C2=O)cc1OCC (configuration not stated)	7%	0%	1%	8%	-3%	10.0%	-1%
CCn1cc(C(=O)NCCCN(C)C)c(=O)c2cc(F)c(N3CCN(C)CC3)cc21	9%	37%[activator][38.3 µM]	3%	-4%[46.1 µM]	-15%	1.3%	-2%
CC1CCC(NC(=O)c2ccc(NC(=O)c3ccc(=O)[nH]c3)cc2)CC1 (configuration not stated)	0%[2.36 µM]	-23%	-1%	-8%	9%	-3.1%	16%
O=C(O)c1cc(-c2ccc(/C=C3/SC(=S)N(Cc4ccccc4)C3=O)o2)ccc1Cl	?	5%	1%	10µM*	·	-1.2%	-2%
COc1ccc(CNC(=O)Nc2ccc(C)cc2)cc1	4%	16%[38.3 µM]	2%	-6%[46.1 µM]	·	0.1%	6%
CN1CCN(S(=O)(=O)c2ccc(C(=O)Nc3ccccc3)cc2)CC1	0%	-14%[38.3 µM]	2%	-12%[46.1 µM]	·	2.1%	4%[9.22 µM]
O=C(NCC12CC3CC(C1)CC(CNC(=O)N1CCCC1)(C3)C2)N1CCCC1	8%	0%[38.3 µM]	1%	-7%[46.1 µM]	·	0.0%	10%
COc1ccc(OC)c(N/C(C)=C/C(=O)c2ccc(Br)cc2)c1	-7%	14%	1%	-40%	-6%[11.4 µM]	-0.1%	?
CC(=O)N1N=C(c2ccc3nccnc3c2)CC1c1ccccc1 (configuration not stated)	0%	13%[38.3 µM]	0%	1%[46.1 µM]	-1%	-2.2%	-6%
COc1cc(/C=C2/NC(=O)NC2=O)cc(Br)c1OCc1ccccc1	1%	4%	0%	-15%	26%	-2.7%	-1%
O=C(O)C1CCCCC1C(=O)Nc1ccccc1Nc1ccccc1 (configuration not stated)	-5%	21%[38.3 µM]	2%	-1%[46.1 µM]	-8%	0.9%	-6%
O=C(Nc1cc2c(cc1Cl)OCCCO2)c1ccccc1	8%	21%[38.3 µM]	-3%	-6%[46.1 µM]	·	-8.5%	3%
C=CCN1C(=Nc2cccnc2)SCC1(O)c1ccc(C)cc1 (configuration not stated)	-25%	·	·	-6%[46.1 µM]	?	-1.0%	-26%
Cn1cnc2c(NCc3ccccc3)nc(NCCO)nc21	-2%	7%&-2%&-2%&9%&25%	-2%	-11%[46.1 µM]	·	-1.2%&0.0%&3.2%&0.0%&4.1%	·
CCC(=O)N/C(=N/c1nc(C)cc(C)n1)Nc1ccc(OC)cc1	0%	1%	2%	-12%[46.1 µM]	-1%	0.9%	7%
COc1ccc(CCN2C(=O)CS/C2=N\NC(=O)c2ccc(C(C)(C)C)cc2)cc1OC	0%	4%	1%	-6%	-5%	0.0%	17%
CCOC(=O)C1=C(C)N=C2SC(CC)C(=O)N2C1c1cccc(F)c1 (configuration not stated)	3%	46%[activator][38.3 µM]	-2%	-25%[46.1 µM]	18%	0.2%	-10%
Cc1c(O)c(CN(C)C)cc2c1oc(=O)c1ccccc12	3%	·	·	-20%	-4%	3.2%	-14%[9.22 µM]
Cc1ccc([N+](=O)[O-])c2c1C(N1CC(C)OC(C)C1)C(C)(C)O2 (configuration not stated)	-9%	2%	-1%	-36%	11%	3.4%	21%
O=C(NC1CCCCC1)N1CCN(S(=O)(=O)c2ccc(F)cc2)CC1	-4%	1%	-3%	-7%	7%	-0.6%	-11%[9.22 µM]
Clc1ccc(-c2csc3ncnc(NCCN4CCOCC4)c23)cc1	-3%	9%[38.3 µM]	6%	-15%[46.1 µM]	·	0.7%	-19%[9.22 µM]
O=C(CC1C(=O)NC2CCCCC2N1C(=O)c1ccc(F)cc1)Nc1ccccc1 (configuration not stated)	2%	16%[38.3 µM]	-5%	-8%[46.1 µM]	·	8.3%	16%
O=C(NCCCn1ccnc1)c1cc(C(=O)C2CC2)c[nH]1	6%	-5%	2%	-2%[46.1 µM]	9%	0.0%	-22%
Cc1cc(C)[n+]2n1C(=O)C(c1ccccc1)=C2[O-]	12%&-9%	13%&-2%	-1%&-3%	-10%&-1%	-19%&-4%	-0.4%&-3.0%	3%&-7%
O=C(Nc1ccccc1Cl)Oc1ccc2ccccc2c1	7%	·	·	12%	·	1.1%	-4%[9.22 µM]
CC(C)CCNC(=O)C(=O)Nc1ccccc1	5%	-1%	-8%	27%	·	0.9%	-16%
CC(C)(C)[C@H]1C=C(C(N)=O)O[C@@H](OCc2ccc(CO)cc2)C1	8%	7%	·	-25%	19%	0.0%	-9%[9.22 µM]
COc1ccc(NC(=O)COC(=O)Cn2c(C)nc3ccccc32)cc1OC	-3%	1%[38.3 µM]	2%	-5%[46.1 µM]	9%	-1.6%	24%
COc1cc(CNn2c(C)n[nH]c2=S)cc(Br)c1OCc1ccc(F)cc1	-2%	21%	-1%	-27%	-11%	1.3%	-11%
O=C(CSc1ccc2nnc(-c3ccccn3)n2n1)Nc1ccc2c(c1)OCO2	?	18%[38.3 µM]	2%	-4%[46.1 µM]	?	1.3%	0%
CCc1ccccc1N(CC)C(=O)c1cn(CC)c(=O)c2cc(OC)c(OC)cc12	5%	-3%[38.3 µM]	-1%	-13%[46.1 µM]	0%	-3.1%	6%
CCN=c1scc(-c2cccs2)n1/N=C/c1cc(OC)ccc1O	-14%	12%	-2%	5%	-7%	-1.1%	-21%
COc1ccc(S(=O)(=O)N2CCCCCC2)cc1C(=O)OCc1c(C)noc1C	9%	2%[38.3 µM]	-2%	3%[7.67 µM]	10%	5.2%	4%
Cn1c(=O)c2c(ncn2CC(=O)N2CCCCCC2)n(C)c1=O	14%	·	·	15%	·	-1.6%	-5%[9.22 µM]
CCC1CCCCN1S(=O)(=O)c1ccc(C(=O)Nc2nnc(-c3ccccc3Cl)o2)cc1 (configuration not stated)	1%	6%	3%	13%[46.1 µM]	44%[activator]	-1.0%	7.9µM*
O=C(CNS(=O)(=O)c1ccccc1)OCc1cccc([N+](=O)[O-])c1	5%	3%	1%	27%	-17%	-0.9%	-2%
COC(=O)c1sc2ncn(CC(=O)NCCc3ccc(OC)c(OC)c3)c(=O)c2c1C	-3%	-19%	-3%	?	-4%	0.0%	-17%[9.22 µM]
